GRP78 ERSR act: qHTS for Inducers of the Endoplasmic Reticulum Stress Response (ERSR) in Human Glioma: qHTS. hit rate 0.02% among 420,000. U87-MG GRP78 promoter luciferase reporter, 16 h. Potency, µM, for inactives: top-dose activation, actives largely listed as activators. AID 602332, 2012; active means well fitted activation curve with a large enough effect; further: series mostly up to about 76 µM; % of control where 0% means no effect; nearly all actives have a fitted effect of over 35% in size
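Stably transfected U87-MG human glioma cells carrying a GRP78-based luminescent sensor were seeded at 1000 cells/well, pin-dosed with compounds and incubated 16 h. Luciferase reagent was then added, and end-point luminescence was read after 10 min at room temperature.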
An asterisk follows results filed as active; & = joins results of further samples. Potency means the concentration at half of the fitted maximal effect.

SMILES | GRP78 ERSR act
N#Cc1cccc(NC(=O)N2CC[C@@]3(CCCN(S(=O)(=O)c4ccccc4)C3)C2)c1 | -2.6%
CC(=O)NCCNc1ncnc2ccc(-c3ccc4c(c3)OCO4)cc12 | 3.2%
Cc1cc(O)c(C)c2sc(N)nc12 | -4.0%
COc1cc(C2c3cc4c(cc3C(OC3OC5COC(C)O[C@@H]5C(O)C3O)C3COC(=O)C23)OCO4)cc(OC)c1O (stereo partly drawn) | -2.2%
O=C(c1ccncc1)N1CCC2(CCCN(C(c3ccccc3)c3ccccc3)C2)CC1 | 35.5µM*
O=C(NCCCCCCNC(=O)ON=C1CCCCC1)ON=C1CCCCC1 | 10.8%&-3.2%&-0.5%
CCCNC(=O)OC[C@@H]1O[C@H](CCO/N=C(\C)CCN2CCCCc3nc(C)c(C)cc32)C=C[C@@H]1Oc1ccc(OC)cc1 | -6.3%
Cc1ccc(C(=O)Nc2cccc(-c3nc(CNC(=O)c4ccccc4-n4cccn4)c(C)o3)c2)s1 | -4.4%
CC(=O)NCCNc1ncnc2ccc(-c3ccccc3C#N)cc12 | -4.2%
COC(=O)[C@@H]1O[C@@H](c2c(OC)c(OC)c(C)c(OC)c2OC)[C@H](C)[C@@H](O)[C@@H]1C | -5.3%
C=C(NCc1ccccc1)c1ccccc1O | -2.9%
CC(C)NC(=O)c1cn(C2CCCN(C(=O)c3cc4ccccc4oc3=O)C2)nn1 (stereo not drawn) | -3.4%
O=C(/C=C\c1ccc2c(c1)OCO2)c1ccc(F)cc1 | -1.7%
C=C1/C(=C\C=C2\CCCC3(C)C2CCC3C(C)/C=C/C(O)C2CC2)CC(O)CC1O (stereo not drawn) | -9.5%
N#C[C@H]1C[C@H]2C[C@@H]2N1C(=O)[C@@H](N)C12CC3CC(CC(O)(C3)C1)C2 | -3.0%
Cc1c(C(=O)N2CCCCC2)sc2ncnc(NCCN(C)C)c12 | -4.5%
CCCCCCCCN=C(N)c1ccc(C(=O)OCC2CCCCC2)cc1 | -12.2%
COc1cc(Cl)c(CN2CCOc3ccc(CN4CCCCC4CO)cc3C2)cc1OC (stereo not drawn) | -4.1%
Cc1cc(C)n(-c2ccc(C(=O)NCC3Cc4cc(-c5cnccn5)ccc4O3)cc2)n1 (stereo not drawn) | -2.5%
CC1(C)OC(=O)NC1=O | -1.8%&0.0%

Among those listed so far, nine contain nitrogen in an aromatic ring.
SMILES | GRP78 ERSR act
CC(=O)NCCNc1ncnc2ccc(-c3ccc4c(c3)OCO4)cc12 | 3.2%
Cc1cc(O)c(C)c2sc(N)nc12 | -4.0%
O=C(c1ccncc1)N1CCC2(CCCN(C(c3ccccc3)c3ccccc3)C2)CC1 | 35.5µM*
CCCNC(=O)OC[C@@H]1O[C@H](CCO/N=C(\C)CCN2CCCCc3nc(C)c(C)cc32)C=C[C@@H]1Oc1ccc(OC)cc1 | -6.3%
Cc1ccc(C(=O)Nc2cccc(-c3nc(CNC(=O)c4ccccc4-n4cccn4)c(C)o3)c2)s1 | -4.4%
CC(=O)NCCNc1ncnc2ccc(-c3ccccc3C#N)cc12 | -4.2%
CC(C)NC(=O)c1cn(C2CCCN(C(=O)c3cc4ccccc4oc3=O)C2)nn1 (stereo not drawn) | -3.4%
Cc1c(C(=O)N2CCCCC2)sc2ncnc(NCCN(C)C)c12 | -4.5%
Cc1cc(C)n(-c2ccc(C(=O)NCC3Cc4cc(-c5cnccn5)ccc4O3)cc2)n1 (stereo not drawn) | -2.5%

The results go on.
SMILES | GRP78 ERSR act
CCCCCCC/C=C/C1=CC2(C)CC1(C)C(CCCCCCC)CC2=O (stereo not drawn) | 1.9%
COCCn1c(=O)c(-c2ccccc2)nc2cnc(N3CCNCC3)nc21 | -2.0%
Cc1noc(C)c1-c1cc(NCc2cccnc2)ncn1 | -3.5%
Cn1cccc1C(=O)N1CCC2(CC1)CN(C(=O)Nc1ccccc1)C2 | -3.9%
O=c1[nH]c(=O)n([C@@H]2O[C@H](CO)[C@@H](O)[C@H]2O)cc1Br | -2.1%
CC1=C(\C=C/C(C)=C/C=C\C(C)=C\C(=O)O)C(C)(C)CCC1 | -3.1%&-3.5%&-3.0%&-6.2%&-4.4%
COC(=O)N1CCC[C@@]2(CCN(c3ccncc3)C2)C1 | -3.5%
COc1cc(OC)c2nc(-c3cc4c(c(OC)c3)OCCN(C(=O)CC3NC(=O)c5ccccc53)C4)cc(C)c2c1 (stereo not drawn) | -1.0%
COc1ccc(-c2nc3cnc(N(C)C)nc3n(CCC#N)c2=O)cc1 | 1.6%
CN(C)c1ncc2nc(CCc3ccccc3)c(=O)n(CCC#N)c2n1 | -1.7%
Nc1cc(Cl)c(NC2=NCCN2)c(Cl)c1 | -4.9%&-1.7%
Cc1cccc(CNc2ncncc2-c2cccnc2)c1 | 0.4%
COC(=O)N1CCC2(CCCN(Cc3ccc(C#N)cc3)C2)CC1 | -4.0%
COc1ccc(N2C(=O)[C@@H]3C[C@H]2CN3Cc2cccn2-c2ccc(Cl)cn2)c(C)c1 | -0.2%
Cc1ncc2c(c1CNC(=O)c1ccc3c(c1)OCO3)CCN(C(=O)c1cn3ccccc3n1)C2 | -5.1%
CCOC(=O)C1=C(N)Oc2ccc(Br)cc2C1C(C#N)C(=O)OCC (stereo not drawn) | 2.4%&-0.2%&0.6%
Cn1cccc1C(=O)N1CCC[C@@]2(CCN(C(c3ccccc3)c3ccccc3)C2)C1 | -3.2%
O=C(c1cccc(F)c1)N1CCC[C@@]2(CCN(c3ncccn3)C2)C1 | -3.7%
O=c1c(-c2cc(F)cc(F)c2)nc2cnc(N3CCOCC3)nc2n1CCc1ccccc1 | -5.4%
Cc1ccc(C(=O)Nc2cccc(-c3nc(CNC(=O)C4CCCCC4)c(C)o3)c2)s1 | -2.3%
CC(C)[C@H]1COC(c2cccc([N+](=O)[O-])c2)=N1 | -1.5%
COc1ccc(CCNC(=O)c2cnn(-c3nccc(-c4cccs4)n3)c2C)cc1OC | 11.4%
Cn1cnc2c(NCc3ccccc3)nc(NCCO)nc21 | -2.2%&-4.2%&-3.1%&-7.8%&-5.3%
COc1cc(C2CC(=O)Oc3cc(C)c(Cl)cc32)cc(OC)c1OC (stereo not drawn) | -1.6%
CC(C)NC(=O)N1CCCC2(CCN(C(=O)c3ccco3)CC2)C1 | -2.2%
CC(=O)OC1CC(OC(C)=O)[C@]2(C)C(CC(OC(C)=O)[C@@]3(C)C4=CC(=O)OC(c5ccoc5)[C@]4(C)CCC32)C1(C)C (stereo partly drawn) | 0.5%
CC(O)C(O)[C@H]1CNc2nc(N)[nH]c(=O)c2N1 (stereo partly drawn) | -2.0%&-5.3%
COc1cccc(Cn2c(=O)c(-c3cccs3)nc3cnc(Nc4cccc(OC)c4)nc32)c1 | 0.2%
C[N+]1(C)CCN(C[C@@](O)(c2ccccc2)C2CCCCC2)CC1 | -3.5%
NCCNc1cccc2ccccc12 | -3.7%
O=c1c(-c2ccc(F)cc2)nc2cncnc2n1-c1ccccc1 | -1.2%
CS(=O)(=O)N1CCC[C@@]2(CCN(C(=O)Nc3cccc(F)c3)C2)C1 | -1.5%
CC[N+]1(C)[C@@H]2CC[C@H]1CC(OC(=O)[C@H]1CC[C@@](C(=O)OC3C[C@H]4CC[C@@H](C3)[N+]4(C)CC)(c3ccccc3)c3ccccc31)C2 (stereo partly drawn) | -3.1%
CC(C)(C)NC(=O)[C@H]1CC[C@H]2[C@@H]3CC=C4C=C(C(=O)O)CC[C@@]4(C)[C@H]3CC[C@]12C | -1.5%
CC(C)=CC1C(CO)C1(C)C (stereo not drawn) | -3.4%
O=S(=O)(O)OCC1OC(OC2(COS(=O)(=O)O)OC(COS(=O)(=O)O)C(OS(=O)(=O)O)C2OS(=O)(=O)O)C(OS(=O)(=O)O)C(OS(=O)(=O)O)C1OS(=O)(=O)O (stereo not drawn) | -3.9%
COc1ccccc1CN1CCCC2(CCN(C(=O)c3ccco3)CC2)C1 | -4.5%
COc1cc(C)c(CN2CCc3nnc(C(C)NC(=O)c4cc(F)ccc4F)n3CC2)cc1C (stereo not drawn) | -3.3%
COc1ccccc1N1CCN(c2nc(CNC(=O)C3CCOC(C)(C)C3)nc3ccccc23)CC1 (stereo not drawn) | -4.4%
FC(F)(F)c1ccccc1-c1nccc(N2CCNCC2)n1 | -1.9%
Cc1c(C(=O)N2CCCC(C)C2)sc2ncnc(NCCN3CCCCC3)c12 (stereo not drawn) | -5.8%
CC(C)CN(C[C@@H](OP(=O)(O)O)[C@H](Cc1ccccc1)NC(=O)O[C@@H]1CCOC1)S(=O)(=O)c1ccc(N)cc1 | -2.3%
O=C(c1ccncc1)N1CCC2(CC1)CCN(c1ccc(-c3ccccc3)cc1)CC2 | -3.1%
COCC(=O)N1CCC2(CCN(Cc3ccccc3OC)CC2)CC1 | -4.4%
Cc1ccc(S(=O)(=O)O)cc1C | -3.8%
N#Cc1ccccc1-c1ccc2ncnc(NC3CC3)c2c1 | -1.8%
c1csc(CNc2ccnc(-c3ccc4c(c3)OCO4)n2)c1 | -4.3%
CC1(C)O[C@H]2O[C@@H]([C@H](O)CON3C(=O)c4ccccc4C3=O)[C@H](O)[C@H]2O1 | -1.2%
COC(=O)C1CCN(Cc2ccc3c(c2)CN(C(=O)c2cc(C)nc(C)n2)CCO3)CC1 | -3.6%
CN(Cc1ccco1)c1ncnc2ccc(-c3cccc(NS(C)(=O)=O)c3)cc12 | -4.5%

Next part.
SMILES | GRP78 ERSR act
CSc1ccccc1C(=O)NCC1Cc2cc(F)cc(-c3cnccn3)c2O1 (stereo not drawn) | -7.2%
Cc1c(C(=O)NCC(C)C)sc2ncnc(NCC3CCCO3)c12 (stereo not drawn) | -1.3%
CC(=O)O[C@H]1C[C@@H]2CC[C@@H]3[C@H](CC[C@@]4(C)[C@H]3C[C@H]([N+]3(C)CCCCC3)[C@@H]4OC(C)=O)[C@@]2(C)C[C@@H]1N1CCCCC1 | -5.1%
COC1[C@H](OC(N)=O)C(O)[C@H](Oc2ccc3c(O)c(NC(=O)c4ccc(O)c(CC=C(C)C)c4)c(=O)oc3c2C)OC1(C)C (stereo partly drawn) | -3.2%
COC(c1ccccc1)C(C)C(OC)C(C)C(OC)C(C)C(C)=O (stereo not drawn) | -4.8%
CNc1nc(-c2ccccc2C)nc2ccccc12 | -2.5%
Cc1[nH]c(/C=C2\C(=O)Nc3ccc(S(=O)(=O)N(C)c4cccc(Cl)c4)cc32)c(C)c1C(=O)N1CCN(C)CC1 | -8.3%
Cc1cc(C)cc(CN2CCc3nnc(C(NS(C)(=O)=O)C(C)C)n3CC2)c1 (stereo not drawn) | -4.1%
c1cncc(-c2cncnc2-n2ccnc2)c1 | -2.6%
CCNc1ncc2nc(-c3cccc(C#N)c3)c(=O)n(Cc3cccc(OC)c3)c2n1 | -4.1%
CC(=O)Nc1ccc(OC(C)=O)cc1 | 6.9%
COC(=O)NC(c1ccccc1)[C@@]1(C(=O)OC)CCCC1=O (stereo partly drawn) | -2.6%
Cc1ncc2c(c1CNS(=O)(=O)c1cccs1)CCN(C(=O)/C=C/c1ccc(F)cc1F)C2 | -4.2%
CCOc1ccc(-c2nc3ccc(-c4nc5ccc(N6CCN(C)CC6)cc5[nH]4)cc3[nH]2)cc1 | -11.2%&-5.6%
Cc1cccc(CNc2ncnc3ccc(-c4cccc(C#N)c4)cc23)c1 | -8.4%
COCCn1c(=O)c(-c2cccs2)nc2cnc(N(C)C)nc21 | 1.1%
COc1ccc(C(=O)N2CCC3(CCCN(C(=O)Nc4cccc(F)c4)C3)CC2)cc1 | -3.5%
O=S(=O)(c1ccccc1)N1CCC2(CC1)CN(c1ccccc1)C2 | -3.9%
CC(C)C(NC(=O)c1ccccn1)c1nnc2n1CCN(Cc1ccc3ccccc3c1)CC2 (stereo not drawn) | -2.1%
O=C1C[C@H](c2ccccc2)[C@@H](c2ccc(Br)cc2)O1 | -5.0%
COc1cccc(-c2nccc(NCc3cccc(C)c3)n2)c1 | 0.1%
N#CCCn1c(=O)c(-c2ccc(F)cc2)nc2cnc(N3CCOCC3)nc21 | -1.3%

Another view of 4 compounds above:
N#CCCn1c(=O)c(-c2ccc(F)cc2)nc2cnc(N3CCOCC3)nc21
  GRP78 ERSR act: -1.3%
Cc1ncc2c(c1CNS(=O)(=O)c1cccs1)CCN(C(=O)/C=C/c1ccc(F)cc1F)C2
  GRP78 ERSR act: -4.2%
COCCn1c(=O)c(-c2cccs2)nc2cnc(N(C)C)nc21
  GRP78 ERSR act: 1.1%
CCOc1ccc(-c2nc3ccc(-c4nc5ccc(N6CCN(C)CC6)cc5[nH]4)cc3[nH]2)cc1
  GRP78 ERSR act: -11.2%&-5.6%

Source: PubChem BioAssay

Some of the compounds tested. The share of hits here may be higher or lower than overall.
